D2 antagonist: antagonizes the human D2 dopamine receptor. P14416. HEK293 TREx D2 cells, calcium flux, dopamine EC80. inhibition, % at 10 µM. hit rate 2% among 340,000. AID 485344; in the data active = inhibition above about 30%; note: 0% is about no effect
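Calcium flux kinetic readout in an inducible HEK293 TREx D2 line plated overnight at 30 C. After 180 s compound exposure, an EC80 dopamine challenge follows with another 180 s kinetic read to detect antagonism.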
D2 ag: agonists of human D2 dopamine receptor; P14416; HEK293 T-REx D2 cells, calcium flux agonist mode; activation, % at 2 µM; hit rate 0.53% among 340,000; AID 485358;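 active = activation over 3 SD above normal in the single-dose calcium agonist read, cut at about 30% in these data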; note: 0% is about no effect
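Calcium-flux readout, 1 cycle/sec over 180 s following compound pin transfer, in inducible HEK293 Trex D2 cells (force-coupled); dopamine controls included. Positive calcium responses during this window marked compounds as potential agonists.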
TRHR enhancer: allosteric enhancers of human TRH receptor. hit rate 0.66% among 360,000. TRHR cells, fluo-8 calcium fluorescence, EC20 TRH enhancement. enhancement, % at 2 µM. P34981; in the data active = enhancement above about 30%; note: 0% is about no effect
Target sequence (P34981 whole entry, looked up): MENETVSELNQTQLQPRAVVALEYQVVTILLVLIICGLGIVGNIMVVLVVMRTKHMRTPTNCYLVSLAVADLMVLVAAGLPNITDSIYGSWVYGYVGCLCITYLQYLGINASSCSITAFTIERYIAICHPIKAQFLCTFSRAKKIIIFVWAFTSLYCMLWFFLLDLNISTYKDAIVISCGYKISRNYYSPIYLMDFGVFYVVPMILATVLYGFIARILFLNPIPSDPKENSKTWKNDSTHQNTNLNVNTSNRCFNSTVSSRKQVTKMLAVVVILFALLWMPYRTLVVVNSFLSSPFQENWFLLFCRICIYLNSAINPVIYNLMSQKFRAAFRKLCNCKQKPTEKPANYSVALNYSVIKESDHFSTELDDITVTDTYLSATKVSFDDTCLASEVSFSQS
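TRHR-expressing cells loaded with fluo-8 calcium dye were read kinetically (ex 480/em 530) during compound addition, then stimulated with an EC20 of TRH (10 nM final). Enhancement of the Gq-mediated intracellular calcium response was scored.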
D1 antagonist: human D1 dopamine receptor antagonism | HEK293 TREx D1 cells, calcium flux, dopamine EC80; stronger effect = lower value | activity change, negative = inhibition, % at 10 µM | hit rate 3.2% among 360,000 | AID 504652; in the data active = activity change below about -30%; note: % is set by controls: 0 for no effect and ±100 for the full control effect
Target sequence (P21728 whole entry, looked up): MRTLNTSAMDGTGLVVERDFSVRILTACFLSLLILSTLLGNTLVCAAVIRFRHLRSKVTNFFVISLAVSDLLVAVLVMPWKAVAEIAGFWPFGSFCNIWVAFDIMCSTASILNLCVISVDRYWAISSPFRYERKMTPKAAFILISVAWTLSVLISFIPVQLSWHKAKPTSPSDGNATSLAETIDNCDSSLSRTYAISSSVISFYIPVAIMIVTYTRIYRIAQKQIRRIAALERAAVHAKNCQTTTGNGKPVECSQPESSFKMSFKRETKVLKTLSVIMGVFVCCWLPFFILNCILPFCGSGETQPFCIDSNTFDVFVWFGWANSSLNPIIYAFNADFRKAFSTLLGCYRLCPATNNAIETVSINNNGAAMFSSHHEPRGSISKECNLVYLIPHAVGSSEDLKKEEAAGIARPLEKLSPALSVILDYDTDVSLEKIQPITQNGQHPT
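Allosteric or orthosteric antagonism assessed as attenuation of the calcium response to EC80 dopamine, added 180 s after compound, in induced HEK293 Trex D1 cells loaded with no-wash calcium dye.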
D1 potentiator: enhances dopamine response at the human D1 receptor | P21728 | HEK293 TREx D1 cells, calcium flux, dopamine EC20 potentiation | potentiation, % at 10 µM | hit rate 0.036% among 360,000 | AID 504651; in the data active = potentiation above about 30%; note: 0% is about no effect
TRHR agonist: activates the human TRH receptor; P34981; TRHR cells, calcium flux fluo-8, FDSS agonist mode; activation, % at 2 µM; hit rate 0.18% among 360,000; AID 493084; note: 0% is about no effect
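In this calcium-flux screen, cells bearing human TRHR are dye-loaded with fluo-8, baselined for 10 cycles, then exposed to library compounds; positive kinetic calcium responses during the agonist phase mark hits, with TRH as control.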
D2 potentiator: positive allosteric modulators of human D2 dopamine receptor; P14416; HEK293 T-REx D2, calcium flux, EC20 dopamine potentiation; potentiation, % at 10 µM; hit rate 0.34% among 340,000; AID 485347;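 active = potentiation over 3 SD above the plate norm, cut at about 30% in these data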; note: 0% is about no effect
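Tetracycline-induced HEK293 T-REx cells force-coupled to calcium signalling expressed D2; compounds were pin-added after a 10 s baseline, read kinetically 180 s, then an EC20 dopamine challenge followed with a further 180 s calcium read.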
RXFP1 antagonist: blocks the human relaxin receptor RXFP1; Q9HBX9; hit rate 0.59% among 350,000; HEK293-RXFP1, relaxin-stimulated cAMP HTRF, 30 min; stronger effect = lower value; activity change, negative = inhibition, % at 57.5 µM; AID 1259400;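 active = activity change of -60% or lower, but not beyond a set lower limit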; note: % is set by controls: 0 for no effect and ±100 for the full control effect
D1 agonist: agonists of human D1 dopamine receptor. P21728. HEK293 T-REx D1 cells, calcium flux, agonist mode. activation, % at 2 µM. hit rate 1% among 360,000. AID 504660; note: 0% is about no effect
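Agonism was scored from calcium flux recorded over 180 s (1 read/s) after pintool compound addition, following a 10-cycle baseline. Cells were inducible force-coupled HEK293 TREx D1, plated overnight at 30 C and loaded with no-wash calcium dye.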
An asterisk follows results filed as active; & = joins results of further samples. Cut-off read from the data, not from the text of the source, unless noted: active = activation above about 30%; inactive = the rest.

The opening three entries, to show the layout:
CC1CCCCC1NS(=O)(=O)c1ccc2c(c1)CC(=O)N2C (configuration not stated) was read as D2 antagonist 3, D2 ag 0.0, TRHR enhancer -5, D1 antagonist -12, D1 potentiator 3, TRHR agonist 0.0, D2 potentiator -1, RXFP1 antagonist 4 and D1 agonist 3.
For COCCn1c(=O)[nH]c2cc(C(=O)NC(C)C)ccc2c1=O the results were D2 antagonist -10, D2 ag -0.5, TRHR enhancer -4, D1 antagonist -2, D1 potentiator -1, TRHR agonist 1.2, D2 potentiator 0, RXFP1 antagonist -11 and D1 agonist 1.
`CC(C)OCC(O)CN1CCN(CCN2C(=O)c3cccc4cccc(c34)C2=O)CC1` (configuration not stated) gave D2 antagonist 1, D2 ag -0.1, TRHR enhancer -4, D1 antagonist 15, D1 potentiator -4, TRHR agonist 0.0, D2 potentiator -2, RXFP1 antagonist 3 and D1 agonist -1.

This part in full, repeating the preview:
CC1CCCCC1NS(=O)(=O)c1ccc2c(c1)CC(=O)N2C (configuration not stated) was read as D2 antagonist 3, D2 ag 0.0, TRHR enhancer -5, D1 antagonist -12, D1 potentiator 3, TRHR agonist 0.0, D2 potentiator -1, RXFP1 antagonist 4 and D1 agonist 3.
For COCCn1c(=O)[nH]c2cc(C(=O)NC(C)C)ccc2c1=O the results were D2 antagonist -10, D2 ag -0.5, TRHR enhancer -4, D1 antagonist -2, D1 potentiator -1, TRHR agonist 1.2, D2 potentiator 0, RXFP1 antagonist -11 and D1 agonist 1.
`CC(C)OCC(O)CN1CCN(CCN2C(=O)c3cccc4cccc(c34)C2=O)CC1` (configuration not stated) gave D2 antagonist 1, D2 ag -0.1, TRHR enhancer -4, D1 antagonist 15, D1 potentiator -4, TRHR agonist 0.0, D2 potentiator -2, RXFP1 antagonist 3 and D1 agonist -1.
`NC(=O)C1CCN(S(=O)(=O)c2cc3c(cc2Cl)NC(=O)CO3)CC1` gave D2 ag -0.4, TRHR enhancer 3, D1 antagonist -2, D1 potentiator 3, TRHR agonist 0.5, D2 potentiator 5, RXFP1 antagonist -6 and D1 agonist 1.
CCN(CC)CCCNC(=O)Cn1ncc2c3ccccc3n(Cc3ccccc3)c2c1=O was read as D2 ag 0.6, TRHR enhancer -3, D1 antagonist -16, D1 potentiator -1, TRHR agonist 0.8, D2 potentiator -10, RXFP1 antagonist 3 and D1 agonist 1.
For CCn1cc(CCCC(=O)NCc2ccc(OC)cc2)c2ccccc21 the results were D2 antagonist -9, D2 ag -0.9, TRHR enhancer 12, D1 antagonist 8, D1 potentiator -4, TRHR agonist -0.6, D2 potentiator -6, RXFP1 antagonist 4 and D1 agonist 0.
CCOC(=O)C1=C(C)NC2=C(C(=O)CCC2)C1c1ccc(O)c(OCC)c1 (configuration not stated) was read as D2 antagonist -1, D2 ag -0.2, TRHR enhancer 34*, D1 antagonist 1, D1 potentiator 0, TRHR agonist -0.2, D2 potentiator -8, RXFP1 antagonist 3 and D1 agonist 1.
Cc1cccc(OCC(O)Cn2ccnc2C)c1 (configuration not stated) was read as D2 antagonist 6, D2 ag 0.4, TRHR enhancer -2, D1 antagonist 2, D1 potentiator -2, TRHR agonist 1.1, D2 potentiator 9, RXFP1 antagonist 15 and D1 agonist 3.
For COc1ccccc1CCNC(=O)C(=O)NCC1OCCN1S(=O)(=O)c1ccc(Cl)cc1 (configuration not stated) the results were D2 antagonist 36*, D2 ag 0.7, TRHR enhancer 0, D1 antagonist -15, D1 potentiator 0, TRHR agonist -0.8, D2 potentiator -3, RXFP1 antagonist 7 and D1 agonist 3.
COc1cc(OC)cc(C(=O)Nc2cccc(-c3ccc4nncn4n3)c2)c1 was read as D2 antagonist 0, D2 ag -1.3, TRHR enhancer 0, D1 antagonist 6, D1 potentiator -2, TRHR agonist -0.8, D2 potentiator 1 and D1 agonist -1.
`Cc1nn(Cc2ccc(Cl)cc2)c(C)c1NC(=O)C1CC=CCC1C(=O)O` (configuration not stated) gave D2 antagonist -7, D2 ag 1.7, TRHR enhancer -5, D1 antagonist -4, D1 potentiator -5, TRHR agonist 1.9, D2 potentiator -8, RXFP1 antagonist 10 and D1 agonist 0.
Screening Cc1ccc2nc(N3CCN(C(=O)c4ccc(F)cc4)CC3)c(C#N)cc2c1 returned D2 antagonist 9, D2 ag -2.5, TRHR enhancer -5, D1 antagonist -46*, D1 potentiator 0, TRHR agonist -0.1, D2 potentiator 10, RXFP1 antagonist -1 and D1 agonist -3.
For Cc1ccc(S(=O)(=O)N2CCN(C(=O)COC(=O)CSc3ccccc3)CC2)c(C)c1 the results were D2 antagonist 1, D2 ag -0.5, TRHR enhancer 9, D1 antagonist 1, D1 potentiator -4, TRHR agonist 0.1, D2 potentiator -7, RXFP1 antagonist -10 and D1 agonist 2.
Screening CN(C)C(=O)c1ccc(NC(=O)COC(=O)CC23CC4CC(CC(Br)(C4)C2)C3)cc1 returned TRHR enhancer 14, D1 antagonist 1, D1 potentiator 1, TRHR agonist 2.2, D2 potentiator -5, RXFP1 antagonist 3 and D1 agonist 8.
`CCC1CCCCN1CCCNC(=O)C1CCC(CNS(=O)(=O)c2c(C)cc(C)cc2C)CC1` (configuration not stated) gave D2 antagonist 23, D2 ag -0.9, TRHR enhancer -2, D1 antagonist -22, D1 potentiator 1, TRHR agonist -1.4, D2 potentiator -9, RXFP1 antagonist 3 and D1 agonist 6.
`COc1cccc(N=C2SC(C(=O)Nc3cccc(Cl)c3)CC(=O)N2C)c1` (configuration not stated) gave D2 ag 2.0, TRHR enhancer -3, D1 antagonist -65*, D1 potentiator -3, TRHR agonist 0.6, D2 potentiator 7, RXFP1 antagonist -11 and D1 agonist 25.
`O=C(NCc1n[nH]c(=S)n1-c1ccc(Br)cc1)c1ccc(S(=O)(=O)N2CCCC2)cc1` gave D2 antagonist 0, D2 ag 2.0, TRHR enhancer 6, D1 antagonist -2, D1 potentiator -5, TRHR agonist -0.3, D2 potentiator -6, RXFP1 antagonist -3 and D1 agonist 0.
`Cc1ccccc1CSCC(=O)NC(=O)NCc1ccco1` gave D2 antagonist 24, D2 ag 1.3, TRHR enhancer 5, D1 antagonist -10, D1 potentiator 4, TRHR agonist 0.0, D2 potentiator 9, RXFP1 antagonist -6 and D1 agonist -2.
Screening Cc1ccc(S(=O)(=O)N2CCC(C(=O)NC3CC3)CC2)cc1 returned D2 antagonist 11, D2 ag 1.1, TRHR enhancer 1, D1 antagonist -4, TRHR agonist 0.0, D2 potentiator 10, RXFP1 antagonist 7 and D1 agonist 5.
Screening Fc1ccc(-c2cc(C(F)(F)F)nc(-n3cc(Cl)cn3)n2)cc1 returned D2 antagonist 4, D2 ag 0.0, TRHR enhancer 3, D1 antagonist 16, D1 potentiator 1, TRHR agonist -0.1, RXFP1 antagonist -10 and D1 agonist 1.
CCc1ccc(OCC(=O)Nc2ccc(S(=O)(=O)Nc3ccccn3)cc2)cc1 was read as D2 antagonist 1, D2 ag -1.0, TRHR enhancer 7, D1 antagonist -17, D1 potentiator -6, TRHR agonist -0.4, D2 potentiator 21, RXFP1 antagonist -5 and D1 agonist 42*.
COc1ccccc1N1CCN(C(=O)c2ccc(Cl)c(S(=O)(=O)NCc3ccco3)c2)CC1 was read as D2 antagonist -3, D2 ag -0.1, TRHR enhancer -2, D1 potentiator -4, TRHR agonist -0.8, D2 potentiator 5, RXFP1 antagonist 1 and D1 agonist 1.
`COc1cc(OC)c(NC(=O)c2c(N3CCCC3=O)c3cc(C)ccc3n2C)cc1Cl` gave TRHR enhancer 3, D1 antagonist -88*, D1 potentiator -4, TRHR agonist 0.2, RXFP1 antagonist -4 and D1 agonist -2.
For O=C(Nc1ccc(CN2CCCCC2)cc1)Nc1ccccc1Cl the results were D2 antagonist 22, D2 ag 0.3, TRHR enhancer 2, D1 antagonist 0, D1 potentiator 0, TRHR agonist 3.0, D2 potentiator -13, RXFP1 antagonist -2 and D1 agonist 14.
CCN(CC(=O)Nc1cc(Cl)ccc1C)C(=O)c1ccc2c(c1)NC(=O)C(C)S2 (configuration not stated) was read as D2 antagonist 29, D2 ag 0.4, TRHR enhancer 5, D1 antagonist 5, D1 potentiator -3, TRHR agonist -0.7, D2 potentiator -20, RXFP1 antagonist -19 and D1 agonist 1.
`CCOc1ccc(CNC(=O)Cn2cc3c(n2)-c2c(oc(C(=O)N4CCCC4)c2C)CC3)cc1` gave D2 ag 2.1, TRHR enhancer 3, D1 antagonist -8, D1 potentiator 0, TRHR agonist -0.1, D2 potentiator -1, RXFP1 antagonist -13 and D1 agonist 1.
Screening COc1ccccc1N1CCN(C(=O)CCNS(=O)(=O)c2cc(Br)cnc2N)CC1 returned D2 antagonist -22, D2 ag 0.6, TRHR enhancer -5, D1 antagonist -4, D1 potentiator 0, TRHR agonist -0.4, D2 potentiator -10, RXFP1 antagonist 6 and D1 agonist 8.
For COC(=O)c1ccc(CNC(=O)COC(=O)CCN2C(=O)C3CC=CCC3C2=O)cc1 (configuration not stated) the results were D2 antagonist -3, D2 ag -0.5, TRHR enhancer 2, D1 antagonist -11, D1 potentiator 1, TRHR agonist 0.0, D2 potentiator 3, RXFP1 antagonist 3 and D1 agonist 0.
For O=C(Nc1cccnc1)c1ccc(Cl)c(S(=O)(=O)N2CCCC2)c1 the results were D2 antagonist -2, D2 ag 0.4, TRHR enhancer 6, D1 antagonist -20, D1 potentiator 3, TRHR agonist 0.8, D2 potentiator 12, RXFP1 antagonist -3 and D1 agonist 14.
`CCC1CCCCN1CCCNC(=O)c1c(O)nc2c(C)cccn2c1=O` (configuration not stated) gave D2 antagonist -3, D2 ag 2.2&-0.7, TRHR enhancer 1&6, D1 antagonist -9&16, D1 potentiator 4&4, TRHR agonist 0.1&-0.3, D2 potentiator -7&21, RXFP1 antagonist 8 and D1 agonist 0&0.
Screening Cc1cc(NC(=O)CSc2nccn2-c2ccc(F)cc2)no1 returned D2 antagonist -5, D2 ag -0.2, TRHR enhancer 4, D1 antagonist 8, D1 potentiator 5, TRHR agonist -0.3, D2 potentiator 11, RXFP1 antagonist -5 and D1 agonist 2.
Screening CCC(=O)Nc1nnc(CSCc2ccc(F)cc2)s1 returned D2 antagonist 13, D2 ag 0.1, TRHR enhancer 0, D1 antagonist -12, D1 potentiator -5, TRHR agonist 0.3, D2 potentiator 1, RXFP1 antagonist -15 and D1 agonist 3.
CN1C(=O)c2ccccc2Sc2ccc(C(=O)O)cc21 was read as D2 antagonist 14, D2 ag 0.3, TRHR enhancer -6, D1 antagonist -15, D1 potentiator -1, TRHR agonist -0.2, D2 potentiator 5, RXFP1 antagonist -6 and D1 agonist 1.
COc1ccc(-c2cc(OC(=O)c3ccccc3)c3c(C)oc(C)c3c(=O)c2)cc1OC was read as TRHR enhancer 9, D1 antagonist -1, D1 potentiator 1, TRHR agonist -1.1, D2 potentiator 4, RXFP1 antagonist -5 and D1 agonist 4.
C=CCNc1sc(C(=O)c2ccccc2)c(N)c1-c1nc2ccccc2s1 was read as D2 antagonist 1, D2 ag -0.2, TRHR enhancer 7, D1 antagonist 13, D1 potentiator 0, TRHR agonist 0.0, D2 potentiator 17, RXFP1 antagonist -7 and D1 agonist 1.

Compound activity (PubChem BioAssay)
